# GPR151 ag: activates the human receptor GPR151; activation, % at 11.2 µM; actives 1% (n = 650,000); AID 1508602; PathHunter beta-arrestin GPR151 cells, luminescence; in the data active = activation above about 4.9%;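 also: 0% = median of compound wells and 100% = cells with positive control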
# Target sequence (Q8TDV0 whole entry, looked up): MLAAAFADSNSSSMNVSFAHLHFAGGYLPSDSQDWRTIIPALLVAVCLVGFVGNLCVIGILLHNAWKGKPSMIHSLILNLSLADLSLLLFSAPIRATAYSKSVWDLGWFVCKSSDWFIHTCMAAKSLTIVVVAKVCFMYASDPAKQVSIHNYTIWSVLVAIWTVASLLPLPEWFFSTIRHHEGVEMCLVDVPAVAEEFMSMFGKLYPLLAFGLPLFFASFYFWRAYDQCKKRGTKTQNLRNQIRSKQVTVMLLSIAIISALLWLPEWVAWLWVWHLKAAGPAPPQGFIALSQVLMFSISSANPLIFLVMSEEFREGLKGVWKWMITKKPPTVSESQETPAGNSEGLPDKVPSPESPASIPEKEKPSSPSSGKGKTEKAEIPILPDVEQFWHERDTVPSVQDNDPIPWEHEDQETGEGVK
# FBW7 act: human FBW7 E3 ligase activation, primary screen; normalized activity (activation), % at 26.1 µM; actives 0.13% (n = 650,000); AID 1259310; AlphaScreen FBW7–phospho-cyclin E peptide binding, activator screen; Q969H0; in the data active = normalized activity above about 1.9%;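 also: purified mutant Fbw7 with reduced substrate affinity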
# TEAD-YAP inh: TEAD-YAP interaction inhibition. HEK-TIYL cells, TEAD-Gal4/YAP UAS-luciferase luminescence. inhibition, % at 9.12 µM. actives 1.4% (n = 640,000). AID 1259422; in the data active = inhibition above about 32%;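 also: 0% = median of test compound wells and 100% = reference inhibitor wells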
# MITF inh: blocks human microphthalmia-associated transcription factor | AlphaScreen MITF homodimerization, bead proximity signal | O75030 | inhibition, % at 2.6 µM | actives 0.91% (n = 650,000); in the data active = inhibition above about 50%;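 also: 0% = vehicle wells with protein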
# Target sequence (O75030 whole entry, looked up): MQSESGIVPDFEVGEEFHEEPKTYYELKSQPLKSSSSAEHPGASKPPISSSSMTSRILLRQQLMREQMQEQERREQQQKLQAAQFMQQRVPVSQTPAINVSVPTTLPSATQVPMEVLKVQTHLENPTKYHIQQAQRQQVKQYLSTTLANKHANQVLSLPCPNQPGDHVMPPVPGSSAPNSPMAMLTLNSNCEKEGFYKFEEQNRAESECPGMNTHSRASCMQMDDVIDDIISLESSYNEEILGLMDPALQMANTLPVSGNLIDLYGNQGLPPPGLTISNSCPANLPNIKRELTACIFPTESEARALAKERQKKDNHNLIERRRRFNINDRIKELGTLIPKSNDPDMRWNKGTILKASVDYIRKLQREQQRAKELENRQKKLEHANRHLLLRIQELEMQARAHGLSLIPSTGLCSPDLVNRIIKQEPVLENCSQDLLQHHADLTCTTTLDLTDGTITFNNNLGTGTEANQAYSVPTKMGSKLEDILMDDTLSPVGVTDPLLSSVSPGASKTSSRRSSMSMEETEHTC
# Numbers without * were called inactive.
Molecule	GPR151 ag	FBW7 act	MITF inh	TEAD-YAP inh
O=C(Nc1nn(Cc2ccc(CN3C(=O)CCC3=O)cc2)c2ccccc12)c1ccccc1	0.8	0.5	-19.8	6.0
COc1ccc(OCCSc2nnnn2C2CCCCC2)cc1	-1.1	-0.1	-8.6	5.7
CCOC(=O)C1(CC2CCCCO2)CCN(Cc2nc(-c3cccs3)oc2C)CC1 (configuration not stated)	2.0	0.0	-9.7	-8.6
CCOc1ccc(C(=O)Nc2cccc(C(C)=O)c2)nn1	-1.8	0.7	13.5	-11.1
CN1CCN(C(=O)c2ccc(-c3nc(C(=O)NCc4nc5ccccc5[nH]4)cs3)cc2)CC1	0.8	0.2	7.8	-4.7
Fc1ccc2nc(Nc3nc(-c4cccnc4)cs3)sc2c1	0.1	0.4	-7.0	9.7
Cc1ccc(/C(O)=C/c2nc3ccccc3[nH]c2=O)o1	1.3	0.1	-1.6	-46.8
Cc1ccc(NS(=O)(=O)c2ccc3c(c2)NC(=O)CC(=O)N3)c(Br)c1	2.9	0.4	4.1	-0.2
O=C(O)C1CC=CCC1C(=O)c1ccccc1 (configuration not stated)	-0.3	0.1	-9.3	-0.3
CCN(CC)CCCNc1nc(=S)[nH]c2ccccc12	-0.2	0.1	10.1	9.6
C=CCN1C(=O)C2C(C(=O)NC3CCCC3)C3C=CC2(O3)C1C(=O)NC1CCCC1 (configuration not stated)	-1.5	0.0	5.8	2.0
CC1CCC(NS(=O)(=O)c2ccc3c(c2)OCC(=O)N3)CC1 (configuration not stated)	0.2	0.1	-0.8	-0.3
NC(=O)c1c(NC(=O)C2CC(c3ccccc3Cl)=NO2)sc2c1CCCC2 (configuration not stated)	-0.5	-0.1	2.0	3.0
CCC(C)NC(=O)Cn1c(=O)c2ccccc2n(CC)c1=O (configuration not stated)	-0.9	0.5	-9.3	-1.6
Cc1nc(N(C(=O)c2ccccc2Cl)C(=O)c2ccccc2Cl)sc1C(C)(C)C	-1.6	0.1	0.6	-33.9
COc1cc(S(=O)(=O)NCc2ccc(F)cc2)ccc1-n1cnnn1	-1.1	0.3	7.9	-3.8
CC(=O)Cc1nsc(NC(=O)c2ccc(-c3ccc(Cl)cc3Cl)o2)n1	1.4	0.2	23.3	0.3
Clc1nc(Cl)nc(N2CCCCC2)n1	1.1	0.0	2.1	-2.1
SC(COCc1ccccc1)CN1CCN(c2ccccc2)CC1 (configuration not stated)	-1.3	0.3	33.4	6.6
O=C(Nc1cccc(F)c1)/C(=C\c1cccc([N+](=O)[O-])c1)NC(=O)c1ccccc1Cl	-0.9	-0.1	-6.1	-1.2
CCOC(=O)COc1c(Br)cc(Br)c2cccnc12	0.4	0.1	-8.5	-4.7
O=C(Nc1ccc(Cl)cc1)C1CCCN1S(=O)(=O)c1cccs1 (configuration not stated)	-0.1	1.0	15.8	6.1
COc1cc(NC(=O)CCN2CC(C)CC(C)C2)cc(OC)c1 (configuration not stated)	-0.4	-0.2	-8.6	-7.2
CCOC(=O)CN1C(c2ccccc2OC)Nc2ccc(Br)cc2C1c1ccccc1 (configuration not stated)	-1.0	-0.1	5.7	-11.2
COC(=O)c1c(CNC2CCCCC2)n(C)c2cc(Br)c(OC)cc12	-0.2	-0.1	15.7	-9.1
O=C1CC(c2ccccc2)CN1C(=O)c1ccccc1 (configuration not stated)	0.7	0.4	8.5	8.5
COc1ccccc1/C=C(\NC(=O)c1ccccc1)C(=O)Nc1ccccc1OC	2.0	0.0	8.8	-5.8
CNC(=O)COC(=O)/C=C/c1ccc(F)cc1	-0.3	-0.1	-2.9	-8.0
CC[C@H](Cn1nnn(-c2ccccc2)c1=O)NC(=O)CN1Cc2ccccc2C1=O	0.1	0.0	1.7	-6.2
CC1CCCC(C)N1C(=O)CSc1nnc(-c2cccnc2)n1Cc1ccccc1 (configuration not stated)	1.6	-0.1	-12.7	-5.2
C/C(=C/C(=O)NCc1ccccc1)NCc1ccccc1	-1.4	-0.1	0.2	-5.6
CC(C)C(=O)N(Cc1ccccc1)c1ccccn1	-0.7	0.0	-0.5	1.1
O=C(CCCn1c(=S)[nH]c2cc3c(cc2c1=O)OCO3)N1CCN(Cc2ccc3c(c2)OCO3)CC1	0.3	-0.2	-3.0	13.6
O=C1CC(NS(=O)(=O)c2cc(F)ccc2F)CN1c1ccc(Cl)cc1 (configuration not stated)	0.9	1.0	-3.4	-6.5
CC1CCCN(S(=O)(=O)c2ccc(NC(=O)/C=C/c3ccco3)cc2)C1 (configuration not stated)	-1.5	0.0	-6.0	41.2*
Cc1ccc(C2=N/C(=C\c3ccc(Cl)cc3)C(=O)O2)cc1C	2.2	0.2	-2.0	-0.2
COc1cc2nnc3c(c(C)nn3-c3ccccc3)c2cc1OC	1.0	0.0	6.1	5.8
COCCNC(=O)Cn1c(-n2nc(C)cc2C)nc2c(c1=O)CCCC2	1.9	-0.1	4.4	11.6
COc1ccc(-c2nc3scc(-c4ccccc4)n3n2)cc1	-1.0	-0.1	-7.3	1.7
O=[N+]([O-])c1cccc(CSc2nc3ccccc3[nH]2)c1	0.0	-0.1	3.5	-14.0
COc1ccc(N2CCN(C(=O)COc3ccc(C(C)C)cc3)CC2)cc1	0.9	0.0	19.1	-1.8
OC(CNCCOc1ccccc1F)COc1ccc2ccccc2c1 (configuration not stated)	0.0	0.0	14.0	0.4
C[C@@H](O)[C@@H]1NC(=O)[C@H]2CN(Cc3ccccc3)CCN2C1=O	-1.1	0.9	23.0	8.0
CNC(=O)C1CN(CCOc2ccc(F)cc2)CCN1C(=O)c1ccco1 (configuration not stated)	-1.2	0.2	2.5	-7.2
O=C(Cn1c(=O)n(CC2CCCO2)c(=O)c2ccccc21)N1CCN(c2ccccc2)CC1 (configuration not stated)	-1.8	0.1	19.1	2.1
CN1CCN(NC(=S)NCc2ccc(Cl)cc2)CC1	0.7	0.0	10.5	-3.7
NC(=O)c1ccc(NC(=O)CC2Sc3ccccc3NC2=O)cc1 (configuration not stated)	0.9	0.0	7.3	-3.3
CCOC(=O)c1ccccc1NC(=O)COc1ccc(C(C)C)cc1	0.0	0.0	-13.4	-4.0
C=CCOc1ccc(C(=O)Nc2ccccn2)cc1	-7.8	0.1	10.3	51.6*
COc1ccc(NC(=O)CN2CCC(n3nnc4cc(F)ccc43)CC2)cc1OC	0.6	-0.1	5.5	2.4
Cc1ccc2[nH]c(=O)c3cc(C(=O)NCCN(C)C)sc3c2c1	-0.3	0.0	11.6	-2.6
CCCc1sc(Nc2ccccc2OCC)nc1-c1ccc(Cl)c(Cl)c1	0.9	0.0	-6.4	-2.2
Cc1ccccc1C(=O)Nc1sc2c(c1C(=O)N1CCOCC1)CCCC2	2.3	0.0	3.8	6.0
CC(=O)Nc1ccc(NC(=O)CN(c2cccc(Br)c2)S(C)(=O)=O)cc1	-0.7	0.1	5.1	7.6
CN(Cc1nc2ccccc2[nH]1)C(=O)OCc1ccccc1	2.4	-0.1	-10.4	-6.6
CCOC(=O)c1cnn(-c2ccccc2Cl)c1CN1CCC(O)CC1	0.1	-0.1	-10.4	-9.8
CCCCOc1ccc(C2C(C#N)=C(N)Oc3c2c(C)nn3-c2ccccc2)cc1OC (configuration not stated)	0.9	-0.3	8.8	4.5
COc1c(S(=O)(=O)N2CCCCC2)ccc(Cl)c1Cl	2.1	0.0	-1.6	-1.3
CC(C)C[C@@H]1NC(=O)[C@@H]2C[C@H](NC(=O)c3ccc(Cl)c(Cl)c3)CN2C1=O	-0.1	-0.1	10.8	6.3
COc1ccc(Cl)cc1S(=O)(=O)N1CCN(CC(=O)Nc2ccc(F)c(F)c2)CC1	-0.3	-0.1	3.4	7.9

# Molecules above that have two or more sulfur atoms, in the order listed:
Molecule	GPR151 ag	FBW7 act	MITF inh	TEAD-YAP inh
Fc1ccc2nc(Nc3nc(-c4cccnc4)cs3)sc2c1	0.1	0.4	-7.0	9.7
O=C(Nc1ccc(Cl)cc1)C1CCCN1S(=O)(=O)c1cccs1 (configuration not stated)	-0.1	1.0	15.8	6.1

# Later entries
Molecule	GPR151 ag	FBW7 act	MITF inh	TEAD-YAP inh
S=c1nc2ccccc2c2nc(Cc3ccccc3)[nH]n12	-1.4	-0.3	8.8	2.9
CC(C)CC(c1nnnn1Cc1ccc(F)cc1)N1CCC(C(N)=O)CC1 (configuration not stated)	-0.6	1.1	19.5	2.6
O=C(NCc1ccccc1)N1CCN(c2nc3ccccc3s2)CC1	3.0	-0.2	3.0	8.4
CCOC(=O)c1c(NC(=O)CCOc2ccccc2)sc(C)c1C	-0.7	0.7	-2.9	2.6
O=C(O)CC(CN1C(=O)C(=O)/C(=C(/O)c2ccccc2)C1c1ccccc1F)c1ccccc1 (configuration not stated)	3.0	0.4	-0.8	-4.1
Cn1c(=O)cc(N2CCOCC2)n(Cc2ccccc2)c1=O	-0.6	0.2	-5.5	-3.7
CC(=O)c1cc(C(=O)NCc2c(C)ncc3c2CCN(C(=O)c2nonc2C)C3)cs1	0.3	-0.2	4.3	7.8
S=C1SCN(Cc2ccccn2)CN1Cc1ccco1	-0.3	-0.1	28.1	2.6
CC(=O)C1=C(C)Nc2sc(C(=O)c3cc(Cl)ccc3Cl)c(N)c2C1c1sccc1C (configuration not stated)	0.1	0.5	3.7	2.2
COc1ccc(NC(=O)Nc2cccc(Cl)c2Cl)c([N+](=O)[O-])c1	0.0	0.0	0.3	7.8
CC1CCCCN1C(=O)CCc1nnc(C2(c3ccc(Cl)cc3)CCC2)o1 (configuration not stated)	-1.2	-0.1	-0.1	-57.2
O=C(CC1(O)C(=O)Nc2ccc(Br)cc21)c1cccs1 (configuration not stated)	1.9	0.1	3.5	6.2
COC(=O)c1c(NC(=S)Nc2ccccc2)sc(Cc2ccccc2)c1C	0.7	0.1	6.5	-3.7
COc1cc(-c2nc(-c3ccccc3)c(-c3ccc(O)cc3)[nH]2)cc(OC)c1OC	-1.0	-0.2	11.7	2.6
CC(C)=CCN1CCN(Cc2cccc(C)n2)CC1CCO (configuration not stated)	-0.9	0.1	5.2	-8.1
O=C1CC(Cc2ccc(Cl)cc2)C(=O)N1c1ccc([N+](=O)[O-])cc1 (configuration not stated)	0.4	0.2	4.7	-0.5
c1ccc2c(c1)CCN(Cc1ccncc1)C2	0.5	0.0	8.0	2.2
CC(O)c1nc2ccccc2n1CC(=O)Nc1ccc2c(c1)OCCO2 (configuration not stated)	-1.3	-0.2	4.5	4.9
CC1CCCN(C(c2cccc(F)c2)c2sc3ncnn3c2O)C1 (configuration not stated)	0.7	0.6	26.4	5.2
CCOc1ccccc1C1C(C(=O)OCc2ccccc2)=C(C)NC2=C1C(=O)CCC2 (configuration not stated)	-0.5	0.1	0.1	-5.4

# 2 entries from above, with each value named:
> COc1cc(NC(=O)CCN2CC(C)CC(C)C2)cc(OC)c1 (configuration not stated)
  GPR151 ag: -0.4; FBW7 act: -0.2; MITF inh: -8.6; TEAD-YAP inh: -7.2
> OC(CNCCOc1ccccc1F)COc1ccc2ccccc2c1 (configuration not stated)
  GPR151 ag: 0.0; FBW7 act: 0.0; MITF inh: 14.0; TEAD-YAP inh: 0.4

# New compounds follow
Molecule	GPR151 ag	FBW7 act	MITF inh	TEAD-YAP inh
COc1ccc(S(=O)(=O)N(CC(=O)NCc2ccco2)c2ccc(C)cc2)cc1OC	0.7	1.5	19.4	3.8
O=C(COC(=O)c1cc([N+](=O)[O-])ccc1Cl)Nc1ccc2c(c1)CCC2	0.6	-0.1	0.4	5.6
COc1ccc(C2C(C(N)=O)=C(C)Nc3nc(SCc4ccccc4)nn32)cc1OC (configuration not stated)	-0.2	-0.1	16.2	-1.1
O=C(C1CCN(c2nnc(N3CCCC3=O)s2)CC1)N1CCc2ccccc2C1	2.1	0.1	7.1	11.6
C=C(C)CN(CC)C(=O)COc1ccccc1[N+](=O)[O-]	0.4	0.2	10.6	2.4
CC(C)C[C@@H]1NC(=O)[C@H]2CN(C(=O)c3ccc(-c4ccccc4)cc3)CCN2C1=O	-0.6	-0.1	2.6	0.2
CC(C)(C)c1ccc(C(=O)NC2CCN(CC(=O)NCc3cccs3)CC2)cc1	1.6	0.2	4.4	-3.0
CCOCCCNC(=O)c1ccc(CNS(=O)(=O)c2ccc(C)cc2)cc1	1.1	-0.1	1.3	4.7
CCOC(=O)N1CCC(N2C(=O)c3ccccc3C2Nc2ccc(NC(C)=O)cc2)CC1 (configuration not stated)	1.3	0.2	9.2	3.8
Cc1cc(N(Cc2ccccc2)Cc2ccccc2)nc(-n2cc([N+](=O)[O-])cn2)n1	-0.1	-0.3	-8.0	8.6
COc1ccc(NC(=O)c2ccc(N3CC4CC(C3)c3cccc(=O)n3C4)c(NC(=O)/C=C/c3ccccc3)c2)cc1Cl (configuration not stated)	1.0	0.0	19.2	-0.1
Nc1nc(Nc2ccc(-n3ccnc3)cc2)nc2c1ncn2CCN1CCCC1=O	1.9	0.0	-4.5	-4.4
CSc1nc2oc3c(c2c2nncn12)CC(C)(C)SC3	-0.4	0.6	22.1	10.3
CC(=O)N(c1ccccc1)C1CC(C)N(C(=O)/C=C/c2ccccc2)c2ccccc21 (configuration not stated)	-0.8	0.1	9.2	-2.1
COc1cccc(N2C(=O)/C(=C/c3cc(C)n(C4CC4)c3C)C(=O)NC2=S)c1	0.5	-0.2	6.8	6.5
CCOc1cccc(/C=N/n2c(-c3cccnc3)n[nH]c2=S)c1O	-0.8	0.1	9.2	-17.8

# Bioassay records (PubChem)
